# KB-V1 cytotox: KB-V1 MDR subline cytotoxicity; KB-V1 MDR cells viability, CellTiter-Glo, 72 h; hit rate 3.4% among 400,000; Potency, µM (top dose mostly 46.1 µM), for inactives: at the top dose activity change, negative = cytotoxicity, actives largely listed as cytotoxic; also: % is scaled to controls: 0 for no effect and ±100 for the full control effect; nearly all actives have a fitted effect of over 60% in size
#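 KB-V1 MDR subline cells in DMEM (phenol-red free, 10% FBS) exposed to compounds in qHTS concentration series for 72 h at 37 degrees C. Viability read by CellTiter-Glo luminescence; concentration-effect curves fitted after normalization and correction.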
# GLP-1R agonist: GLP-1 receptor (human) agonism. hit rate 0.007% among 380,000. Potency, µM (doses to about 45.6 µM), inactives show at the highest dose activation, usual class: activators. P43220. HEK293 GLP-1R CRE-luciferase, luminescence, 4-6 h; cells express a hypersensitive GLP-1R form; also: % of control where 0% means no effect
# Target sequence (P43220 whole entry, looked up): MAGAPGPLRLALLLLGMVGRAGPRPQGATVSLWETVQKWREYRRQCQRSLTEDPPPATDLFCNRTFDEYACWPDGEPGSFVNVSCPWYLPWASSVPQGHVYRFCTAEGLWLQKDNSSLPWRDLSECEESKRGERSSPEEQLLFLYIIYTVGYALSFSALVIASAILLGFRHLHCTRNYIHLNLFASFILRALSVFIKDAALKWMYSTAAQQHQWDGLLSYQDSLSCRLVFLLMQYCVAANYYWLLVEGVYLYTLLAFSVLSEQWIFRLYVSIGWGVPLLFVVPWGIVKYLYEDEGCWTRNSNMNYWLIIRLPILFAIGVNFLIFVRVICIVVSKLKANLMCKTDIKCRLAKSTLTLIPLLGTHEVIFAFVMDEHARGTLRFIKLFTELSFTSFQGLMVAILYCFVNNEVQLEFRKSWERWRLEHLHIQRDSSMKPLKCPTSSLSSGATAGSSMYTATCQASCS
# KB-3-1 cytotox: KB-3-1 parental cell cytotoxicity; KB-3-1 viability, CellTiter-Glo ATP luminescence, 72 h; Potency, µM (titrated, usually from 46.1 µM), for inactives: at the highest dose activity change, negative = cytotoxic, actives largely listed as cytotoxic; hit rate 1.4% among 400,000; also: % is scaled to controls: 0 for no effect and ±100 for the full control effect; nearly all actives have a fitted effect of over 60% in size
#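 72 h, 37 °C compound treatment of KB-3-1 parental cells; CellTiter-Glo added, 10 min, luminescence read. Data corrected against DMSO-only plates and normalized before curve fitting.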
# HEK293 tox: cytotoxic in the GLP-1 receptor inverse agonist counter-screen. hit rate 0.13% among 410,000. HEK293 cAMP-luciferase reporter cells, luminescence, 24 h. Potency, µM (series often up to 38.3 µM), for the others: top-dose activity change, negative = inhibition, actives largely listed as inhibitors;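 also: loss of luciferase light is scored as toxicity; % is scaled to controls: 0 for no effect and ±100 for the full control effect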
#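 To flag toxic compounds, the library was rerun on cells for 24 hr at 37 deg C and 5% CO2. Viability-linked luminescence was captured 12 min after adding luciferase detection reagent.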
# TDP-43 yeast inh: rescues yeast growth from TDP-43 toxicity | hit rate 1.8% among 410,000 | Potency, µM (highest dose often 46.1 µM), inactives show at the top dose growth rescue (activation), most hits filed as activators | TDP-43 expressing yeast growth rescue, BacTiter-Glo, 24 h; also: % of control where 0% means no effect; nearly all actives have a fitted effect of over 50% in size
#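 Yeast expressing TDP-43 (pregrown in raffinose, seeded at OD600=0.02 in galactose medium) exposed to compounds 24 hr at 30 deg C. Growth read by BacTiter-Glo luminescence; rescue of toxicity appears as increased signal.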
# HT1080 IDH1KD tx: toxicity to HT-1080 IDH1 knockdown cells (counter line); HT-1080 IDH1 knockdown viability, ATP luminescence, 48 h; Potency, µM (doses to about 46.1 µM), for inactives: at the highest dose activity, negative = toxicity, hits mostly cytotoxic; hit rate 2% among 360,000; AID 686971;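 also: 0% = DMSO wells and -100% = cell-free medium wells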
#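 Viability of IDH1-knockdown HT-1080 fibrosarcoma cells was assessed by CellTiter-Glo after 48 h at 37 °C with titrated compound; concentration-effect curves were classified by fit quality and response size.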
# HT1080-NT tox: kills 2HG-producing HT-1080-NT fibrosarcoma cells | hit rate 1.6% among 360,000 | Potency, µM (series often up to 46.1 µM), without a hit: top-dose activity, negative = less viability, actives largely listed as cytotoxic | AID 686970 | HT-1080-NT fibrosarcoma viability, CellTiter-Glo ATP luminescence, 48 h;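 also: NT is the 2HG producing partner of a matched IDH1 knockdown line; 0% = DMSO-treated cells and -100% = media-only wells without cells; nearly all actives have a fitted effect of over 55% in size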
#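 HT-1080-NT fibrosarcoma cells (2HG-overproducing), 750 cells/well in RPMI with 5% FBS, dosed after 2 h and incubated 48 h at 37C. CellTiter-Glo luminescence normalized to DMSO and no-cell wells; concentration-response curves fitted and classed.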
# GLP-1R inv ag: inverse agonists of human GLP-1 receptor | HEK293 GLP-1R CRE-luciferase, luminescence, 24 h; GLP-1R form is constitutively active | Potency, µM (doses to about 38.3 µM), for the others: at the top dose activity change, negative = inhibition, most hits filed as inhibitors | hit rate 1.6% among 410,000; also: % is scaled to controls: 0 for no effect and ±100 for the full control effect; nearly all actives have a fitted effect of over 55% in size
#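 Inverse agonists were sought by their lowering of basal cAMP reporter luciferase output in HEK293 cells stably carrying constitutively active human GLP-1R, after 24 h compound treatment.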
# SW480 rerep: inducers of DNA re-replication in SW480 colon cancer cells. SW480 DNA re-replication, Hoechst DNA content imaging, 48 h. Potency, µM (titrated, usually from 46.1 µM), without a hit: at the top dose re-replication activation, hits mostly activators. hit rate 1.8% among 340,000. AID 624297; also: % of control where 0% means no effect; nearly all actives have a fitted effect of over 55% in size
#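 First, 250 cells per well were seeded. Next, compound or vehicle (23 nL) was pinned in, plates sat 48 hr at 37 C. Finally Hoechst was added for 40 min before fluorescence scanning.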
# * = called active by the depositor; ? = inconclusive; nt = not tested or not shown; & = joins results of further samples; [ ] = dose if it differs, or a comment. Calls follow the shape of the dose curve; as a rule, active = well fitted curve in the direction sought with a large enough effect; inconclusive = small, poorly fitted or top-dose-only effect, or another doubt; inactive = no such curve, though single readings can be large; an effect the other way counts as inactive or inconclusive. Potency is read from the fitted curve at half-maximal effect.
# Labels used below: A = KB-V1 cytotox; B = GLP-1R agonist; C = KB-3-1 cytotox; D = HEK293 tox; E = TDP-43 yeast inh; F = HT1080 IDH1KD tx; G = HT1080-NT tox; H = GLP-1R inv ag; I = SW480 rerep
> O=C(CCN1CCCCC1)N/N=C/c1ccc(Br)cc1
  A = -2% | B = -1% | C = 3% | D = -4% | E = 16% | F = 15% | G = 1% | H = -20% | I = 7%
> Cc1ccsc1/C=N/NC(=O)Cc1cc(=O)[nH][nH]1
  A = ? | B = 0% | C = 28% | D = -17% | E = -16% | F = 7% | G = 4% | H = 7% | I = 11%
> COc1ccc(NC(=O)C2CCC2)cc1S(=O)(=O)Nc1cc(C)ccc1Br
  A = -7% | B = -9% | C = 1% | D = ? | E = 18% | F = -1% | G = -2% | H = ? | I = 1%
> CC(C)(C)c1ccc(C(=O)N2CCC(C(=O)NCc3ccco3)CC2)cc1
  A = -7% | B = -1% | C = -3% | D = -20% | E = -6% | F = -2% | G = 3% | H = 4% | I = -5%
> Cc1c(C(=O)OCC(=O)N2CC(C)OC(C)C2)oc2ccc(Br)cc12 (stereo not given)
  A = -1% | B = 0% | C = -2% | D = -14% | E = 20% | F = -2% | G = 0% | H = ? | I = 0%
> O=[N+]([O-])c1ccccc1N(S(=O)(=O)c1ccccc1)S(=O)(=O)c1ccccc1
  A = 0% | B = -4% | C = -10% | D = 2% | E = 4% | F = 3% | G = 0% | H = -15% | I = 3%
> CCc1cc(CNC(=O)C2CCC(=O)N(CCc3ccc(OC)cc3)C2)on1 (stereo not given)
  A = 18% | B = 0% | C = 0% | D = 2% | E = 14% | F = 6% | G = 8% | H = 13% | I = -7%
> COc1ccccc1C(=O)Nc1ccc(S(=O)(=O)Nc2cnc3ccccc3n2)cc1
  A = 3% | B = 10% | C = 11% | D = -7% | E = -9% | F = -3% | G = 20% | H = 49%[activator] | I = ?
> O=C(NCc1cccnc1)c1ccc(Cl)cc1[N+](=O)[O-]
  A = -16% | B = -8% | C = 0% | D = -2% | E = 0% | F = -14% | G = 2% | H = 0% | I = -7%
> CNc1ncc(C(=O)c2ccc(F)cc2)s1
  A = -9% | B = 18% | C = -2% | D = -10% | E = 5% | F = 2% | G = -3% | H = 22% | I = 3%
> CC1(C)CC2(CCCN(CC(O)(c3ccccc3)c3ccccc3)C2)CCO1 (stereo not given)
  A = 2% | B = 13% | C = -13% | D = -6% | E = -17% | F = -15% | G = 1% | H = ? | I = 26%
> CC1(C)Cc2ccccc2-c2nc(-c3ccccc3)oc(=O)c21
  A = ? | B = -11% | C = -14% | D = 12% | E = 25% | F = -15% | G = -17% | H = -10% | I = 0%
> Cc1cc(C(=O)OCC(=O)NCc2ccco2)c(C)o1
  A = -13% | B = 4% | C = -17% | D = 5% | E = -23% | F = 16% | G = 14% | H = -5% | I = ?
> O=C(NCc1ccccc1Cl)[C@@H]1CCCN1S(=O)(=O)c1ccc(Cl)cc1
  A = -31% | B = 1% | C = -14% | D = -4% | E = 25% | F = -5% | G = -1% | H = ? | I = ?
> Cc1cccc(NC2=CC(=O)CC(C)(C)C2)c1C
  A = 4% | B = 1% | C = 12% | D = 3% | E = 23% | F = -2% | G = -13% | H = -13% | I = -16%
> COc1cc(CO)cc(-c2cc(CO)cc(OC)c2OC)c1OC
  A = 18% | B = -8% | C = 7% | D = -5% | E = 17% | F = 8% | G = 9% | H = 10% | I = -5%
> Cc1ccn(CC(=O)N2N=C(C(F)F)CC2(O)C(F)F)n1 (stereo not given)
  A = 14% | B = 0% | C = 0% | D = -18% | E = -16% | F = 22% | G = 9% | H = 1% | I = 0.52µM*
> Cc1ccc(OCC(=O)N2CCCCC2C)c([N+](=O)[O-])n1 (stereo not given)
  A = -9% | B = -2% | C = -21% | D = 1% | E = 25% | F = 12% | G = 7%[9.24 µM] | H = 6% | I = -37%[inhibitor]
> Cc1nc2nc(C)c(CCC(=O)N3CCOCC3)c(C)n2n1
  A = -1% | B = -1% | C = 1% | D = 0% | E = -1% | F = -1% | G = -3% | H = 1% | I = -8%
> Cc1ccc(C(=O)CCC(=O)N(C)CC(=O)Nc2ccccc2Br)cc1
  A = ? | B = -4% | C = -4% | D = 6% | E = 10% | F = 0% | G = 4% | H = -15% | I = -2%
> CSc1ccc(CCNC(=O)CCc2nnc3ccc(NCCCN4CCCC4=O)nn23)cc1
  A = -21% | B = 1% | C = 0% | D = -9% | E = -11% | F = 1% | G = -2% | H = 7% | I = 32%
> Cc1cc2oc(C(=O)N(Cc3ccc(N(C)C)cc3)CC3CCCO3)c(C)c2cc1C (stereo not given)
  A = -18% | B = 3% | C = -5% | D = -10%&2% | E = 1%&-20% | F = -14% | G = -21% | H = ? | I = -5%
> COc1ccc(C2NC(=O)c3ccccc3O2)c(OC)c1OC (stereo not given)
  A = 14% | B = 0% | C = -15% | D = -5% | E = 3% | F = -10% | G = -6% | H = -3% | I = -11%
> Cc1ccc(-c2cc(-c3ccccc3)c(C#N)c(SCC(O)CS(=O)(=O)Cc3ccccc3)n2)cc1 (stereo not given)
  A = -19% | B = nt | C = ? | D = -9% | E = 10% | F = nt | G = nt | H = ? | I = nt
> CC1CN=C(Nc2cccc(S(=O)(=O)N(C)C)c2)S1 (stereo not given)
  A = -12% | B = -3% | C = -7% | D = -4% | E = 6% | F = 0% | G = 0% | H = -11% | I = -5%

# Reprinted from the part before: four compounds; new compounds follow.
# Labels used below: A = KB-V1 cytotox; B = GLP-1R agonist; C = KB-3-1 cytotox; D = HEK293 tox; E = TDP-43 yeast inh; F = HT1080 IDH1KD tx; G = HT1080-NT tox; H = GLP-1R inv ag; I = SW480 rerep
> Cc1cc2oc(C(=O)N(Cc3ccc(N(C)C)cc3)CC3CCCO3)c(C)c2cc1C (stereo not given)
  A = -18% | B = 3% | C = -5% | D = -10%&2% | E = 1%&-20% | F = -14% | G = -21% | H = ? | I = -5%
> COc1ccc(C2NC(=O)c3ccccc3O2)c(OC)c1OC (stereo not given)
  A = 14% | B = 0% | C = -15% | D = -5% | E = 3% | F = -10% | G = -6% | H = -3% | I = -11%
> Cc1ccc(-c2cc(-c3ccccc3)c(C#N)c(SCC(O)CS(=O)(=O)Cc3ccccc3)n2)cc1 (stereo not given)
  A = -19% | B = nt | C = ? | D = -9% | E = 10% | F = nt | G = nt | H = ? | I = nt
> CC1CN=C(Nc2cccc(S(=O)(=O)N(C)C)c2)S1 (stereo not given)
  A = -12% | B = -3% | C = -7% | D = -4% | E = 6% | F = 0% | G = 0% | H = -11% | I = -5%
> CC(C)CN(C(=O)CSc1nc2ccccc2[nH]1)C1CCS(=O)(=O)C1 (stereo not given)
  A = ? | B = 7% | C = 0% | D = -15% | E = 15% | F = 20% | G = 11% | H = 2% | I = -1%
> CN1CCN(c2ccc(S(=O)(=O)N3CCCCC3)cc2NC(=O)COc2ccc([N+](=O)[O-])cc2)CC1
  A = 2% | B = -4% | C = 16% | D = 0% | E = 14% | F = 1% | G = -13% | H = -3% | I = -15%
> COc1ccc(NC(=O)Cc2nnc(SCC(=O)NC3CCCC3)n2C)cc1
  A = -18% | B = 3% | C = 0% | D = -11% | E = -3% | F = -14% | G = 16% | H = 4% | I = -1%
> O=C(NCCCN=C1NS(=O)(=O)c2ccccc21)c1ccco1
  A = -2% | B = -12% | C = -5% | D = 5% | E = -23% | F = 1% | G = 0% | H = 63%[activator] | I = -8%
> COc1ccccc1C(=O)N1CCNC(=O)C1CC(=O)Nc1ccc(Cl)cc1 (stereo not given)
  A = -4% | B = 0% | C = 10% | D = 5% | E = 7% | F = 3% | G = 8% | H = 3% | I = 12%
> Cc1ccc2oc3c(c(=O)c2c1)C1(C(=O)N(C)c2ccccc21)N(CCCO)C3=O (stereo not given)
  A = 26% | B = nt | C = 8% | D = -1% | E = 0% | F = nt | G = nt | H = 5% | I = nt
> O=S(=O)(O)c1nc2ccccc2n1Cc1ccccc1
  A = -5% | B = 0% | C = 12% | D = 1% | E = 2% | F = 16% | G = 27% | H = 14% | I = -6%
> Cc1ccc(CN(C)C(=O)C2CCC(=O)N(CC3CCCCC3)C2)o1 (stereo not given)
  A = -9% | B = -7% | C = 9% | D = -3% | E = -3% | F = 11% | G = 10% | H = -13% | I = 23%
> COc1cc(C2C(C#N)=C(N)N(c3cccnc3)C3=C2C(=O)CC(C)(C)C3)ccc1O (stereo not given)
  A = 0% | B = -1% | C = 2% | D = 0% | E = -11% | F = -1%[9.24 µM] | G = 2% | H = 12% | I = 18%
> CN(C)c1nnnn1-c1ccc(Oc2ncc(C(F)(F)F)cc2Cl)cc1
  A = -12% | B = 12% | C = -3% | D = 7% | E = ? | F = 6% | G = -1% | H = -23% | I = -3%
> CCN(CC)c1ccc2cc(-c3nc(-c4ccc(Cl)cc4Cl)cs3)c(=O)oc2c1
  A = ? | B = nt | C = -3% | D = 12% | E = 1% | F = nt | G = nt | H = 6% | I = nt
> Cc1ccc(-n2nc3c(=O)n(CCCC(=O)NCc4ccc(Cl)cc4)nc(C)c3c2C)cc1
  A = -12% | B = 2% | C = -12% | D = 6% | E = 15% | F = -1% | G = 0% | H = ? | I = -15%
> O=C(CCS(=O)(=O)c1ccccc1)Nc1nc(-c2cccs2)cs1
  A = 23µM* | B = 0% | C = -17% | D = -16% | E = -1% | F = -16% | G = -10% | H = ? | I = ?
> CCOC(=O)[C@@H]1[C@H]2COc3ccc(Br)cc3[C@@H]2N2C(=O)N(c3cccc(Cl)c3)C(=O)[C@@]12C
  A = 0% | B = -1% | C = 0% | D = -1% | E = 24% | F = -13% | G = 0% | H = 3% | I = 3%
> O=C(NCCCCc1ccccc1)C1CC(c2ccc([N+](=O)[O-])cc2)=NO1 (stereo not given)
  A = -1% | B = 5% | C = 2% | D = -17% | E = 3% | F = -7% | G = ? | H = ? | I = -7%
> CC(=O)Nc1ccc(C(=O)OCC(=O)NC(=O)NCc2ccccc2)cc1
  A = 15% | B = -3% | C = -10% | D = 6% | E = 15% | F = -4% | G = -5% | H = -5% | I = nt
> Cc1cc(NC(=O)CC2CCCC2)ccc1Br
  A = -5% | B = 15% | C = -15% | D = -24% | E = ? | F = -7% | G = -19% | H = 8.9µM* | I = -6%
